# Screens deposited in PubChem by National Center for Advancing Translational Sciences (NCATS).
# POLI inh = blocks human DNA polymerase iota activity | Pol iota fluorescent replication assay, 10 min | Potency, µM (highest dose often 115 µM), inactives show at the highest dose activity, negative = inhibition, most hits filed as inhibitors | 390,000 tested, 1% active | AID 588590; also: potency is read from the fitted curve at half-maximal effect
#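 Pol iota at 10 nM preincubated 15 min with compounds at room temperature; reaction started with fluorescent substrate, 50 nM final. Fluorescence read kinetically at 0 and 10 min; buffer-only wells as negative control.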
# 12-LOX inh = blocks human arachidonate 12S-lipoxygenase. 580,000 tested, 1.1% active. Potency, µM (titrated, usually from 108 µM), without a hit: at the highest dose activity change, negative = inhibition, usual class: inhibitors. purified 12hLO, xylenol orange hydroperoxide absorbance. P18054; also: potency is read from the fitted curve at half-maximal effect; % is scaled to controls: 0 for no effect and ±100 for the full control effect
#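 Purified human 12hLO at 150 nM in 25 mM Hepes, 0.01% Triton X-100, pH 7.0, preincubated 15 min at room temperature with compound. Reaction started with 40 uM arachidonic acid, 30 min at room temperature. Hydroperoxide measured by Fe-xylenol orange, 573/405 nm absorbance ratio.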
# TRHR ag = activates the human TRH receptor; TRHR cells, calcium flux fluo-8, FDSS agonist mode; P34981; 360,000 tested, 0.18% active; AID 493084; activation, % at 2 µM; in the data active = activation above about 30%; also: 0% is about no effect
# Target sequence (P34981 whole entry, looked up): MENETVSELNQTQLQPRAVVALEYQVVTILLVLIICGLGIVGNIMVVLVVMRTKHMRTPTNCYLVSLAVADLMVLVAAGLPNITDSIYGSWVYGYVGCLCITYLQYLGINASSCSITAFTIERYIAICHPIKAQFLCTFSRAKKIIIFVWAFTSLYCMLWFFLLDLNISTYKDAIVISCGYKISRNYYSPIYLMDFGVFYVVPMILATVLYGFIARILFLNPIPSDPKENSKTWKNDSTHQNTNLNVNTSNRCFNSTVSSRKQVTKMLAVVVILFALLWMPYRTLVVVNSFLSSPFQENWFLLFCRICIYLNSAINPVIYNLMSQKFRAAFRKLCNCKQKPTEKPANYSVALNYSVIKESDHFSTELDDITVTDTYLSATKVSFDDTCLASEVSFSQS
#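 TRHR-expressing cells, plated overnight in medium with 10% serum, were loaded with fluo-8 calcium dye at room temperature. After a 10 s baseline, library compound was pin-added and calcium release was recorded kinetically (ex 480/em 530) as agonist response.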
# ERG Ets-DNA blk = blocks human ERG Ets domain binding to DNA; P11308; fluorescence polarization, His-ERG Ets domain / labelled DNA; Potency, µM (doses to about 76.9 µM), without a hit: at the highest dose FP activity, negative = inhibition, usual class: inhibitors; 370,000 tested, 0.028% active; AID 624246; active = well fitted inhibition curve with a large enough effect in the polarisation, with a control signal flat; inconclusive = small, poorly fitted or top-dose-only effect, or effect the other way, or a change in a side signal; inactive = no such curve, though single readings can be large or run the other way; the % refers to the polarisation;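 also: polarization taken with two DNA probes labelled with fluorescein and Texas red; potency is read from the fitted curve at half-maximal effect; % of control where 0% means no effect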
# Target sequence (P11308 whole entry, looked up, the tested form may be a part): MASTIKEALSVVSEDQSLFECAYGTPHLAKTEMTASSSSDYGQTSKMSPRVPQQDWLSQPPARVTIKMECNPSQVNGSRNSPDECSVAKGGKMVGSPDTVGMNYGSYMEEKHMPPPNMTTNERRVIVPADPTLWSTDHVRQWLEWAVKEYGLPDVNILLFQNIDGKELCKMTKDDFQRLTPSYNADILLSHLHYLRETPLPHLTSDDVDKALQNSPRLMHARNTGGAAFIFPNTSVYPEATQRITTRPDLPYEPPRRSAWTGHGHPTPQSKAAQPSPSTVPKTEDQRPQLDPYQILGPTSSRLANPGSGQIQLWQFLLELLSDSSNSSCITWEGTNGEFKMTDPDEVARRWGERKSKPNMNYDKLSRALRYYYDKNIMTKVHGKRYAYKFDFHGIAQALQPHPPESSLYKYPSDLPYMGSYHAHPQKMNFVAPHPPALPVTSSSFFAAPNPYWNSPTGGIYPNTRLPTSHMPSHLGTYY
#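 His-tagged ERG Ets domain (1 uM in the protein solution; 300mM KCl, 50mM Tris-HCl, 1mM EDTA, 1mM DTT, pH 7.5) received compound, then a probe mix of 5 nM fluorescein-DNA and 100nM Texas-615-DNA. Fluorescence polarization was read for both dyes.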
# Anesthetic bind = candidate novel general anesthetic via apoferritin binding. P02791. 350,000 tested, 0.074% active. apoferritin/1-aminoanthracene competitive binding, fluorescence. Potency, µM (series often up to 77.5 µM), without a hit: top-dose activity change, negative = displacement, hits mostly inhibitors; also: potency is read from the fitted curve at half-maximal effect; % is scaled to controls: 0 for no effect and ±100 for the full control effect; nearly all actives have a fitted effect of over 20% in size
# Target sequence (P02791 2-175 limits assumed): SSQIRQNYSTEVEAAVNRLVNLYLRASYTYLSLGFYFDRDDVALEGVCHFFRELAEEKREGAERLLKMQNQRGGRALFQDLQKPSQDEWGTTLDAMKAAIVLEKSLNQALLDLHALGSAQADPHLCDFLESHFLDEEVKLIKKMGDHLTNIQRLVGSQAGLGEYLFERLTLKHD
#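 Concentration-response curves derived by four-parameter Hill fitting of normalized fluorescence, where compounds displaced 1-AMA from 10 uM horse apoferritin following a brief 10 min room-temperature incubation; propofol titration acted as positive control.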
# APE1 inh = blocks human APE1 abasic DNA cleavage. Potency, µM (titrated, usually from 65.8 µM), for inactives: at the highest dose activity change, negative = inhibition, actives largely listed as inhibitors. P27695. recombinant APE1, TAMRA/BHQ-2 abasic DNA cleavage fluorescence. 350,000 tested, 0.35% active;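 also: potency is read from the fitted curve at half-maximal effect; plate controls were vehicle for no effect and reference inhibitor for full effect; nearly all actives have a fitted effect of over 55% in size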
#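 Substrate: short duplex with […] THF abasic site, 5'-TAMRA and 3'-BHQ-2, 50 nM final. APE1 at 0.75 nM, preincubated 15 min RT with compound. Fluorescence increase from first to third read measured activity.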
# BLM helicase inh = inhibitors of human Bloom syndrome helicase BLM; P54132; recombinant BLM DNA unwinding, fluorescence dequenching; Potency, µM (top dose mostly 56.1 µM), inactives show at the top dose activity change, negative = inhibition, hits mostly inhibitors; 350,000 tested, 0.2% active; AID 2528;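 also: potency is read from the fitted curve at half-maximal effect; plate controls were vehicle for no effect and no enzyme for full effect; nearly all actives have a fitted effect of over 35% in size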
# POLB inh = DNA polymerase beta (human) inhibition; P06746; Pol beta primer extension/strand displacement, fluorescence kinetic; Potency, µM (series often up to 114 µM), inactives show at the top dose activity change, negative = inhibition, most hits filed as inhibitors; 340,000 tested, 1.3% active; AID 485314; also: potency is read from the fitted curve at half-maximal effect; % is scaled to controls: 0 for no effect and ±100 for the full control effect
#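 Pol beta (10 nM) and compounds were preincubated 15 min at room temperature, then 50 nM substrate (final) started primer extension/strand displacement. Reads were taken at 0 and 10 min; concentration-response data were fitted to a four-parameter Hill equation.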
# POLK inh = DNA polymerase kappa (human) inhibition; purified Pol kappa, fluorescent DNA synthesis assay, 10 min; 400,000 tested, 0.53% active; Q9UBT6; AID 588579; Potency, µM (highest dose often 107 µM), for inactives: at the top dose activity, negative = inhibition, hits mostly inhibitors; also: potency is read from the fitted curve at half-maximal effect; % is scaled to controls: 0 for no effect and ±100 for the full control effect
#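 Inhibition of 10 nM Pol kappa is measured by a fluorescent read-out at 0 and 10 min following addition of 50 nM substrate (final), with a 15-min room-temperature compound preincubation.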
# Numbers without * were called inactive; ? = inconclusive; / = not tested or not shown; & = joins results of further samples; [ ] = remark or other dose. Unless noted, calls follow the shape of the dose curve; as a rule, active = well fitted curve in the direction sought with a large enough effect; inconclusive = small, poorly fitted or top-dose-only effect, or another doubt; inactive = no such curve, though single readings can be large; an effect the other way counts as inactive or inconclusive.
# Start of the data: the first eleven compounds (preview)
# Second line of a record – POLI inh | 12-LOX inh | TRHR ag | ERG Ets-DNA blk | Anesthetic bind | APE1 inh | BLM helicase inh | POLB inh | POLK inh
C=CCNC(=S)N1CCN(CCN=CC2=C(O)CC(c3ccco3)CC2=O)CC1 (centres undefined)
→ 3% | 10% | -0.1 | 9% | -13% | 11% | -15% | 11% | 1%
N/C(CSc1ncccc1C(F)(F)F)=N\O
→ 121%[activator] | -2% | 0.2 | -4% | -6% | -10% | -1% | 77% | -10%
CCOC(=O)N1CCC(n2c(=S)[nH]c3cc(OC)c(OC)cc3c2=O)CC1
→ 24% | -22% | -1.3 | -2% | -1% | -1% | -1% | -29% | 2%
CCCCNC(=O)C1Cc2cc(S(=O)(=O)N3CCCCC3)ccc2N1C(C)=O (centres undefined)
→ 8% | -24% | 0.4 | 2% | -4% | -13% | 0% | -10% | -9%
CC(C)(C)c1ccc(CNc2cc(N3CCOCC3)ccc2[N+](=O)[O-])cc1
→ 6% | 3% | 0.0 | 0% | ? | -5% | -7% | 20% | -14%
Cc1cc(NC(=O)c2ccc(Cl)c([N+](=O)[O-])c2)no1
→ 25% | -4% | 0.3 | 6% | 5% | 14% | -17% | 28% | 11%
CC(CCc1ccc(O)cc1)N1CCC(Oc2ccc(C(=O)N3CCCC3)cc2)CC1 (centres undefined)
→ 20% | ? | 0.9 | 3% | -11% | -14% | 0% | ? | -1%
COc1ccc(NC(=S)Nc2ccc3cn[nH]c3c2)cc1
→ 29% | ? | -0.4 | -15% | 0% | -5% | -12% | 20% | -11%
Cc1ccc(N2C(=O)C3C4C=CC(CC4)C3C2=O)cc1[N+](=O)[O-] (centres undefined)
→ 18% | ? | 0.0 | -12% | ? | 20% | -4% | 0% | 4%
O=C(O)CCC(=O)Nc1ccc(Br)cc1C(=O)c1ccc(Cl)cc1
→ -13% | 13% | 0.0 | -7% | -9% | 3% | -1% | 21% | -11%
O=C(CN1CCN(Cc2ccccc2)CC1)c1ccc(Br)cc1
→ 4% | ? | 0.8 | 12% | -21% | -2% | -3% | 29% | -5%

# The whole of this part, previewed entries included:
# Second line of a record – POLI inh | 12-LOX inh | TRHR ag | ERG Ets-DNA blk | Anesthetic bind | APE1 inh | BLM helicase inh | POLB inh | POLK inh
C=CCNC(=S)N1CCN(CCN=CC2=C(O)CC(c3ccco3)CC2=O)CC1 (centres undefined)
→ 3% | 10% | -0.1 | 9% | -13% | 11% | -15% | 11% | 1%
N/C(CSc1ncccc1C(F)(F)F)=N\O
→ 121%[activator] | -2% | 0.2 | -4% | -6% | -10% | -1% | 77% | -10%
CCOC(=O)N1CCC(n2c(=S)[nH]c3cc(OC)c(OC)cc3c2=O)CC1
→ 24% | -22% | -1.3 | -2% | -1% | -1% | -1% | -29% | 2%
CCCCNC(=O)C1Cc2cc(S(=O)(=O)N3CCCCC3)ccc2N1C(C)=O (centres undefined)
→ 8% | -24% | 0.4 | 2% | -4% | -13% | 0% | -10% | -9%
CC(C)(C)c1ccc(CNc2cc(N3CCOCC3)ccc2[N+](=O)[O-])cc1
→ 6% | 3% | 0.0 | 0% | ? | -5% | -7% | 20% | -14%
Cc1cc(NC(=O)c2ccc(Cl)c([N+](=O)[O-])c2)no1
→ 25% | -4% | 0.3 | 6% | 5% | 14% | -17% | 28% | 11%
CC(CCc1ccc(O)cc1)N1CCC(Oc2ccc(C(=O)N3CCCC3)cc2)CC1 (centres undefined)
→ 20% | ? | 0.9 | 3% | -11% | -14% | 0% | ? | -1%
COc1ccc(NC(=S)Nc2ccc3cn[nH]c3c2)cc1
→ 29% | ? | -0.4 | -15% | 0% | -5% | -12% | 20% | -11%
Cc1ccc(N2C(=O)C3C4C=CC(CC4)C3C2=O)cc1[N+](=O)[O-] (centres undefined)
→ 18% | ? | 0.0 | -12% | ? | 20% | -4% | 0% | 4%
O=C(O)CCC(=O)Nc1ccc(Br)cc1C(=O)c1ccc(Cl)cc1
→ -13% | 13% | 0.0 | -7% | -9% | 3% | -1% | 21% | -11%
O=C(CN1CCN(Cc2ccccc2)CC1)c1ccc(Br)cc1
→ 4% | ? | 0.8 | 12% | -21% | -2% | -3% | 29% | -5%
CC(C)CSC1=NSC2=NC(=O)/C(=C\c3coc4ccccc4c3=O)C(=N)N12
→ ? | 28µM* | 51* | 58%[activator] | ? | 1% | -24% | 45µM* | -30%
CCOC(=O)c1ccc(NC(=S)NCCCn2ccnc2)cc1
→ 12% | -13% | 1.5 | -4% | -3% | 2% | -6% | -5% | -7%
CCCCN(CC)S(=O)(=O)c1ccc(C(=O)Nc2nnc(CSC)o2)cc1
→ ? | 0% | -0.2 | -3% | -12% | 0% | -3% | 45% | -16%
O=C(O)c1ccc2c(c1)C(=O)N(c1ccccc1-c1ccccc1)C2=O
→ 10% | 36%[activator] | 0.5 | 15% | -7% | 1% | 0% | 0% | 7%
CC(=O)n1cc([C@H]2C=C(C(=O)O)O[C@@H](OCCCCO)C2)c2ccccc21
→ 26% | ? | -0.3 | 5% | 0% | -2% | -2% | 0% | 16%
Cc1ccc(C(=O)N2CCN(c3ccc(F)cc3)CC2)cc1S(=O)(=O)N1CCCCC1
→ 20% | 26% | -0.2 | 2% | -2% | 17% | -4% | 25% | -6%
CC(C)=CC(=O)Nc1ccc(S(=O)(=O)Nc2onc(C)c2C)cc1
→ -14% | ? | 0.9 | -4% | -2% | -12% | -2% | ? | -5%
O=c1[nH][nH]cc1C=Nc1ccc(Cl)cc1Cl
→ 27% | -2% | -0.3 | 16% | -18% | -10% | -7% | -6% | 5%[60.1 µM]
COc1cccc(-n2c(=O)c3sc4ccccc4c3n(CC(=O)Nc3ccc(F)cc3F)c2=O)c1
→ ? | -19% | 1.2 | -3% | -18% | / | -4% | 23% | 9%
Cc1cc(C)c2c(c1)SC1=NC(c3ccccc3)(C(F)(F)F)NC(=O)N12 (centres undefined)
→ 19% | -13% | -0.5 | 1% | -13% | -1% | 1% | 5% | -20%
COc1ccc(-n2nc(C(=O)N3CCN(c4cccc(C)c4C)CC3)c3c4ccccc4n(C)c3c2=O)cc1Cl
→ -11% | -20% | 0.5 | -2% | -4% | / | -6% | 30% | 2%
Cc1ccc(N2CC(=O)N(NC(=O)Nc3ccc(Cl)c(Cl)c3)CC2=O)cc1
→ 1%[58.9 µM] | 4% | 0.2 | 6% | -2% | 1% | -2% | -14% | -10%
O=C(NC(NNc1ccc([N+](=O)[O-])cc1)(C(F)(F)F)C(F)(F)F)c1ccc(F)cc1
→ -4% | ? | 1.7 | / | ? | -3% | -16% | -15% | -25%
COc1ccc(N2CCN(C(=O)[C@H](C)N3C(=O)C4CC=CCC4C3=O)CC2)cc1 (some centres undefined)
→ 30%[activator] | 8% | / | -1% | / | -5% | / | / | 4%
COc1ccccc1N(C(=O)CNC(=O)c1ccco1)C(C(=O)NCC1CCCO1)c1ccccc1 (centres undefined)
→ 116%[activator] | -4% | 0.2 | 0% | -8% | -7% | -1% | 11% | -8%
CC1(C)CC(N2CCC(=O)NC2=S)CC(C)(C)N1
→ 70%[activator] | 0% | / | 6% | / | / | / | / | 4%
CNC(=O)C(=O)Nc1c(O)c2ccccc2[nH]c1=O
→ 0% | -21% | 0.4 | -7% | 7% | 7% | -1% | 0% | -4%
CC1(C)C2CC=C(/C=N/NC(=O)c3ccccc3Br)C1C2 (centres undefined)
→ -16% | 2% | 0.3 | 1% | 5% | 1% | 0% | 22% | -1%
O=C(NCC(c1cccs1)N1CCOCC1)c1cc(=O)[nH]c2ccccc12 (centres undefined)
→ 21% | 11% | 0.3 | -6% | / | 24% | / | / | 5%
Cc1ccccc1NC(=O)CSCCN1C(=O)c2ccccc2C1=O
→ 41%[activator] | -4% | -0.4 | 0% | 3% | 0% | 7% | 0% | -10%
CCOC(=O)CSc1ccc2nnc(-c3cccs3)n2n1
→ -19% | ? | 0.0 | 13% | 3% | 9% | 2% | 7% | -8%
O=C1C2C3C=CC(C3)C2C(=O)N1c1n[nH]c(CCc2ccccc2)n1 (centres undefined)
→ 11% | 6% | 0.6 | -7% | 1% | 3% | -1% | 3% | -2%
O=C(/C=C/c1ccc(Cl)cc1)NC(=S)Nc1ccccc1C(=O)O
→ ? | ? | 0.0 | 8% | -9% | -2% | -6% | ? | -12%
CCn1ncc(Cl)c1C(=O)NC(C)c1ccccc1 (centres undefined)
→ 14% | 7% | -0.1 | / | -4% | ? | 2% | -4% | -16%
COc1ccc(/C=N\NC(=O)COc2ccccc2)c(C(=O)O)c1OC
→ 22% | 6% | 0.7 | -5% | -3% | 3% | 6% | 36% | -7%
COc1ccc2nc(N/C(N)=N/C(=S)Nc3cccc(C)c3)nc(C)c2c1
→ 3% | ? | 1.1 | 0% | 2% | 2% | -12% | 40% | -11%
O=C(/C=C/c1cccc([N+](=O)[O-])c1)OCC(=O)N1CCN(C(=O)c2ccco2)CC1
→ -15% | -11% | / | 9% | / | 2% | / | / | -10%
c1ccc2c(c1)Oc1ccccc1S2
→ 8% | 9% | -0.1 | 50%[activator] | / | -12%&22% | / | / | 0%
Cc1ccc(C(OCC(O)CNC(C)c2ccccc2)c2ccccc2)cc1 (centres undefined)
→ 71%[activator] | ? | 0.8 | 10% | -16% | 3% | -5% | -1% | -10%

# These rows are one share of the data; rates above refer to the full screens.
